# Source: PubChem
# GPR55 beta-arrestin: selective activators of receptor GPR55 – imaging, U2OS cells, beta-arrestin-GFP redistribution, primary screen (AID 1961); U2OS GPR55 beta-arrestin-GFP redistribution imaging; higher % means a stronger effect; one-dose activation, % at 10 µM; EC50 in µM for titrated hits; 0.048% of 290,000 active;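 active means activation above 40% with more than 50 cells counted in the well; inconclusive means wells holding fewer than 50 cells, flagged as toxic or sparse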;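 further: U2OS osteosarcoma cells stably expressing GPR55 and beta-arrestin-GFP; plate controls were DMSO negative control for no effect and LPI positive control for full effect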
# West Nile virus CPE: inhibition of WNV-induced cytopathic effect – cell-based, CPE readout (AID 1621); 0.02% of 290,000 active; West Nile virus-infected cells, CPE inhibition; higher % means a stronger effect; one-dose CPE inhibition, % at 10 µM; IC50 in µM for titrated hits; in the data active means a potency from the dose series; inconclusive means CPE inhibition mostly from about 3.7% at the one dose, without a potency; inactive means the rest, 99 in 100 with CPE inhibition below about 2.2%; further: strong numbers were not always called active
# NS5 inhibitors: flavivirus cap methylation enzyme inhibition – biochemical, confirmation dose response, primary screen (AID 588689). 0.3% of 340,000 active. Dengue-2 NS5 methyltransferase capping enzyme assay, biochemical; higher % means a stronger effect. one-dose inhibition, % at 25 µM; IC50 in µM for titrated hits; in the data active means a potency from the dose series; inconclusive means inhibition above about 29% without an active follow-up result
# KOR beta-arrestin-1: kappa opioid receptor blockers – cell-based, luminescence, uHTS (AID 1778); KOR beta-arrestin recruitment, luminescence, antagonist mode; higher % means a stronger effect; inhibition, % at 10 µM, or IC50 in µM where a hit was titrated; 0.091% of 290,000 active; in the data active means inhibition above about 50%; further: strong numbers were not always called active
# GPR35 arrestin U2OS: inhibition of zaprinast-stimulated GPR35 beta-arrestin translocation – imaging, U2OS, beta-arrestin-GFP, zaprinast agonist, primary screen (AID 2058); U2OS GPR35 beta-arrestin-GFP translocation imaging, zaprinast antagonism; higher % means a stronger effect; 0.052% of 290,000 active; one-dose inhibition, % at 10 µM; IC50 in µM for titrated hits;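 active means inhibition of at least 50% with at least 30 cells and total cytoplasm GFP at most 10,000,000; inconclusive means under 30 cells or total GFP of 10,000,000 plus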
# KOR beta-arrestin-2: KOR agonists, beta-arrestin recruitment, primary screen, cell-based, luminescence, uHTS (AID 1777). KOR beta-arrestin recruitment, luminescence; higher % means a stronger effect. one-dose activation, % at 10 µM; EC50 in µM for titrated hits. 0.02% of 280,000 active; in the data active means activation above about 50%, passing the limit was not always enough; further: a part of the inactive calls stands beside numbers as strong as those of hits
# GPR55 antagonists: GPR55 antagonists blocking LPI-driven arrestin recruitment, primary screen, imaging, U2OS, beta-arrestin-GFP, LPI agonist (AID 2013). 0.13% of 290,000 active. U2OS GPR55 beta-arrestin-GFP translocation imaging, LPI antagonism; higher % means a stronger effect. inhibition, % at 10 µM, or IC50 in µM where a hit was titrated;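 active means spots per cell inhibited over 60%, with over 100 cells counted and total cytoplasm intensity under 500,000; inconclusive means wells with under 100 cells, flagged as likely toxic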;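 further: U2OS cells stably carrying GPR55 and arrestin-GFP stimulated by 5 µM LPI near EC80; imaged beta-arrestin-GFP aggregate spots per cell after agonist stimulation; plate controls were LPI-stimulated DMSO wells for no effect and DMSO wells without LPI for full effect; some results filed as inactive read as strong as hits; confirmed hits need IC50 under 10 µM and bright autofluorescent wells are also inconclusive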
# HIV peptide binding: cell-free HIV fusion peptide-binding blockers – biochemical, uHTS, fluorescence dequenching, primary screen (AID 1986) | cell-free peptide binding, fluorescence dequenching, 30 min; higher % means a stronger effect | inhibition, % at 20 µM, or IC50 in µM where a hit was titrated | 0.3% of 290,000 active; in the data active means inhibition mostly above about 52%, no sharp cut-off; inactive means mostly below about 76%; further: some results filed as inactive read as strong as hits
# NOD1 inhibition: inhibition of NOD1-driven NF-kB reporter – cell-based, luminescence, uHTS, primary screen (AID 1578). 1% of 290,000 active. inhibition, % at 4 µM; hits with a dose series show EC50 in µM. NOD1-driven NF-kB luciferase reporter cells, luminescence; higher % means a stronger effect; in the data active means inhibition mostly above about 36%, no sharp cut-off; inactive means mostly below about 34%;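 further: HEK-293T reporter cells stimulated with the NOD1 agonist gamma-tri-DAP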
# NS5 inhibitors pilot replicate: recorded beside NS5 inhibitors, whose call it bears; inhibition, %; measured here: pilot screen replicate inhibition
# An asterisk follows results filed as active; ? = inconclusive; . = not tested or not shown; [ ] = remark or other dose. The list is partial (hit frequency here may not be typical).
# The first 3 entries, ahead of the listing:
SMILES,GPR55 beta-arrestin,West Nile virus CPE,NS5 inhibitors,KOR beta-arrestin-1,GPR35 arrestin U2OS,KOR beta-arrestin-2,GPR55 antagonists,HIV peptide binding,NOD1 inhibition,others
O=S(=O)(c1ccc(S(=O)(=O)N2CCC(O)CC2)cc1)N1CCCC1,-0.2%,-1.0%,-4%,-12%,-12%,0.5%,13%,1.1%,29%,
CCOC(=O)C1(CC)NC(c2ccco2)C2C(=O)N(C)C(=O)C21 (stereo unspecified),-0.4%,-0.1%,-14%,-6%,-6%,-1.1%,-4%,1.6%,-23%,
NC(=O)CC(NC(=O)Cc1ccc(Br)cc1)c1ccc(N2CCN(c3ccccc3)CC2)c([N+](=O)[O-])c1 (stereo unspecified),-0.1%,1.2%,3%,-10%,15%,4.5%,-6%,-3.4%,10%,

# The whole of this part, previewed entries included:
SMILES,GPR55 beta-arrestin,West Nile virus CPE,NS5 inhibitors,KOR beta-arrestin-1,GPR35 arrestin U2OS,KOR beta-arrestin-2,GPR55 antagonists,HIV peptide binding,NOD1 inhibition,others
O=S(=O)(c1ccc(S(=O)(=O)N2CCC(O)CC2)cc1)N1CCCC1,-0.2%,-1.0%,-4%,-12%,-12%,0.5%,13%,1.1%,29%,
CCOC(=O)C1(CC)NC(c2ccco2)C2C(=O)N(C)C(=O)C21 (stereo unspecified),-0.4%,-0.1%,-14%,-6%,-6%,-1.1%,-4%,1.6%,-23%,
NC(=O)CC(NC(=O)Cc1ccc(Br)cc1)c1ccc(N2CCN(c3ccccc3)CC2)c([N+](=O)[O-])c1 (stereo unspecified),-0.1%,1.2%,3%,-10%,15%,4.5%,-6%,-3.4%,10%,
Cc1ccc(N(CC(=O)Nc2c(C)n(C)n(-c3ccccc3)c2=O)S(C)(=O)=O)c(C)c1,0.2%,-0.1%,-6%,-34%[20 µM],15%,.,10%,2.6%,-28%,
O=C(CN1CCCCC1)Nc1ccc(NC(=O)c2ccc(Cl)cc2)cc1Cl,-0.3%,0.2%,-3%,-30%,5%,3.2%,13%,0.8%,18%,
CCc1c(C)nc(N2CCOCC2)[nH]c1=O,-0.2%,0.6%,-9%,-18%,-11%,-1.0%,-2%,-1.8%,2%,NS5 inhibitors pilot replicate=3.6
Cc1nc(SCCCSc2n[nH]c(C)n2)n[nH]1,0.5%,0.8%,1%,-1%,5%,3.8%,1%,0.1%,-15%,
CCOC(=O)c1ccc(S(=O)(=O)Nc2ccc(N3CCOCC3)cc2)cc1,-0.3%,-0.6%,7%,2%,-3%,-0.9%,0%,-0.4%,64%,
CC(C)c1cc(-c2cc(C(=O)NCc3ccccc3)on2)nc(NCC2CC2)n1,-0.2%,0.5%,5%,5%,-6%,8.1%,11%,0.7%,-5%,
Cc1nc(N)c(C#N)c(-c2ccccc2)c1C,-0.2%,0.7%,5%,19%,-2%,3.9%,-2%,0.1%,21%,
CCc1ccccc1NC(=O)NC1CCCCC1,-0.2%,0.1%,-3%,23%,-3%,0.0%,19%,-2.8%,22%,
COc1ccc(C(=O)Nc2nnc(CCS(=O)(=O)c3ccc(C)cc3)s2)cc1,-0.4%,0.8%,-5%,-5%,-5%,-2.9%,5%,-0.2%,-36%,
COc1cc(C2C(C#N)=C(N)Oc3n[nH]c(-c4ccccn4)c32)cc(OC)c1OC (stereo unspecified),0.0%,-0.2%,0%,28%,-4%,-3.7%,10%,-2.3%,-15%,NS5 inhibitors pilot replicate=-4.1
Cc1ccc(-n2nc(C)c3c2OC(N)=C(C#N)C3c2ccncc2)cc1 (stereo unspecified),-1.0%,-0.1%,6%,6%,1%,1.1%,4%,-2.1%,24%,
Cc1csc(N(C(=O)c2ccc(S(=O)(=O)N(C)C)cc2)c2ccccc2)n1,-0.1%,-0.1%,-5%,16%,-5%,-0.3%,10%,-0.2%,-10%,
O=C(Nc1cccc(C(F)(F)F)c1)c1cccnc1N1CCCC1,0.2%,0.3%,-1%,26%,4%,-4.8%,5%,-1.6%,-18%,
Cn1c(=O)c(C(=O)CSc2nnc(Nc3ccccc3)s2)c(N)n(Cc2ccccc2)c1=O,-0.1%,0.0%,0%,3%,-7%,-9.1%,2%,-3.2%,-26%,
CCN(CC)CCOc1ccc2c(c1)C(=NNC(=O)c1ccccn1)c1cc(OCCN(CC)CC)ccc1-2,1.3%,-1.6%,-5%,-11%,-15%,-5.5%,21%,-5.3%,-25%,
COc1ccc(-c2nnc(SCCC(=O)O)n2-c2ccccc2)cc1,-0.1%,0.5%,-3%,2%,-8%,-0.8%,-13%,1.7%,0%,
O=C1C(C2=C(O)c3ccccc3C2=O)=Nc2ccccc21,-0.1%,?,57µM*,-93%,-9%,5.5%,-16%,19%,-29%,
O=C(N/N=C\c1ccco1)c1cncc(Br)c1,-0.1%,-0.2%,.,-8%,2%,-0.2%,10%,17%,-6%,
Cc1nc(N)ncc1-c1ccc2c(c1)OCO2,-0.1%,-0.1%,-4%,21%,-4%,-6.2%,10%,-0.2%,3%,
COc1cc(NC(=S)N2CCCC(C)C2)cc(OC)c1OC (stereo unspecified),-0.1%,0.2%,-5%,-1%[20 µM],-6%,-1.6%,0%,0.4%,-6%,
CN(CC(=O)NCc1ccc(F)cc1)CC(=O)Nc1ccc(Cl)c(C(F)(F)F)c1,-0.1%,-0.7%,-11%,-23%,14%,3.5%,-7%,0.5%,-22%,
COc1ccc(CC2SC(=Nc3ccc(F)cc3)NC2=O)cc1 (stereo unspecified),-0.3%,2.1%,-5%,-1%,19%,-2.2%,0%,1.7%,6%,

# Looked up one by one from above (4):
SMILES,GPR55 beta-arrestin,West Nile virus CPE,NS5 inhibitors,KOR beta-arrestin-1,GPR35 arrestin U2OS,KOR beta-arrestin-2,GPR55 antagonists,HIV peptide binding,NOD1 inhibition,others
COc1ccc(-c2nnc(SCCC(=O)O)n2-c2ccccc2)cc1,-0.1%,0.5%,-3%,2%,-8%,-0.8%,-13%,1.7%,0%,
CCN(CC)CCOc1ccc2c(c1)C(=NNC(=O)c1ccccn1)c1cc(OCCN(CC)CC)ccc1-2,1.3%,-1.6%,-5%,-11%,-15%,-5.5%,21%,-5.3%,-25%,
Cc1nc(N)c(C#N)c(-c2ccccc2)c1C,-0.2%,0.7%,5%,19%,-2%,3.9%,-2%,0.1%,21%,
O=C(Nc1cccc(C(F)(F)F)c1)c1cccnc1N1CCCC1,0.2%,0.3%,-1%,26%,4%,-4.8%,5%,-1.6%,-18%,

# Next structures.
SMILES,GPR55 beta-arrestin,West Nile virus CPE,NS5 inhibitors,KOR beta-arrestin-1,GPR35 arrestin U2OS,KOR beta-arrestin-2,GPR55 antagonists,HIV peptide binding,NOD1 inhibition,others
O=C(CN1C(=O)C(c2ccccc2)Oc2cccnc21)NCc1ccccc1F (stereo unspecified),-0.3%,-0.3%,-11%,-27%,-9%,0.3%,5%,2.1%,18%,
C/C(=C/C(=O)N1CCc2ccccc21)C(=O)O,0.2%,-0.1%,-1%,7%,-7%,0.5%,-4%,0.1%,4%,
O=C(c1ccc(Cl)cc1)N(Cc1ccc(Br)cc1)N1C(=O)CCC1=O,-0.1%,0.0%,-5%,-128%[20 µM],13%,1.3%,6%,-0.7%,-29%,
CCCOCC(O)CC(CC)C(=O)NNC(=S)Nc1ccccc1 (stereo unspecified),0.1%,-0.4%,-11%,50%,-16%,0.8%,12%,0.3%,-29%,
O=[N+]([O-])/C(C(Cl)=C(Cl)Cl)=C1\Nc2ccccc2O1,-0.2%,0.3%,-4%,-8%,-2%,-0.1%,8%,3.8%,-9%,
CC(C)Oc1ccc(C(CC(=O)N(C)CCC#N)c2ccc(F)cc2)cc1 (stereo unspecified),-0.4%,0.3%,-4%,0%,-3%,8.5%,7%,1.4%,-25%,
O=C(c1ccccc1)c1cc2c(cc1[N+](=O)[O-])OCCO2,0.1%,-0.9%,-2%,-3%,-8%,1.3%,5%,0.6%,-31%,
CCCNC(=O)Cn1nc(C(F)(F)F)c2c1CCC2,-0.2%,-0.7%,-2%,-16%[20 µM],-8%,.,-6%,0.8%,-8%,
NC(=O)C1CN(S(=O)(=O)c2ccc(Cl)cc2F)c2ccccc2O1 (stereo unspecified),-0.1%,0.0%,-7%,-48%,9%,3.9%,-4%,-1.8%,-12%,
O=C(/C=C/c1ccc(OCCCF)cc1)N1CCN(Cc2ccccc2)CC1,-0.1%,-1.6%,-1%,-26%,-4%,-1.4%,2%,0.9%,5%,
COC(=O)C1CCCCN1C(=O)c1ccc(OC2CCN(C(C)=O)CC2)c(OC)c1 (stereo unspecified),-0.1%,-0.4%,-2%,11%,10%,-2.0%,-1%,1.5%,-5%,
CSc1nc(N(C)CCO)c2sc3nc(-c4ccco4)c4c(c3c2n1)CCC4,0.5%,0.1%,12%,-38%,-7%,4.6%,6%,71%,5%,NS5 inhibitors pilot replicate=-0.4
Cc1cc(C)c2c(=O)n(-c3ccccc3)[nH]c2n1,0.4%,-0.1%,1%,-35%,0%,27%,-4%,-0.7%,-32%,
CCn1cnc2sc(C(=O)Oc3ccc(Br)cc3)c(C)c2c1=O,1.2%,.,.,20%,-18%,0.2%,4%,0.2%,-4%,
COc1ccc(CCNC(=O)c2cc(-c3cc(C)cc(C)c3O)n[nH]2)cc1OC,-0.1%,-0.2%,-5%,-2%,-4%,6.5%,4%,-2.6%,-12%,
O=C(Cc1ccc(Cl)cc1Cl)NCC1(N2CCOCC2)CCCCC1,-0.2%,-1.0%,-7%,11%,11%,-3.4%,4%,-2.1%,-32%,
COc1ccc(C/C(C)=N/Nc2nc(C)cc(=O)[nH]2)cc1,0.5%,0.3%,4%,0%,13%,-0.7%,-3%,-0.4%,-23%,
Cc1c(C(=O)NCCN(C)C)oc2ccc(S(=O)(=O)N3CCCC3)cc12,0.6%,-0.5%,-1%,-3%,-5%,-4.1%,-7%,0.2%,-23%,
CC(C)(C)C(=O)Nc1nc2c(c(=O)[nH]1)CCCC2,-0.4%,-0.3%,-5%,5%,7%,-1.6%,18%,3.2%,-35%,
CCc1cc2c3c([nH]c2cc1S(=O)(=O)N1CCC2(CC1)OCCO2)CCCC3=O,-0.2%,0.2%,1%,-28%,-1%,0.7%,10%,-2.9%,15%,
Cc1ccc(CN(Cc2ccco2)C(=S)NCC(=O)NC2CC2)cc1,0.4%,-1.0%,-5%,24%,-15%,-2.6%,1%,2.9%,-24%,
Cc1sc2c(c1C)c(=O)nc1n2Cc2ccccc2-1,-0.1%,.,.,7%,3%,-0.2%,-27%,-2.6%,-35%,
COC(=O)CN1C(=O)C2(OCCCO2)c2cc(Br)ccc21,-0.2%,0.7%,-10%,12%,-3%,3.0%,-1%,-0.5%,-11%,
COc1ccc(C2CC(c3ccccc3)=NN2C(=O)COC(=O)c2cc(S(=O)(=O)N3CCOCC3)ccc2F)cc1 (stereo unspecified),-0.3%,-1.3%,-5%,10%,-10%,-0.5%,14%,0.1%,-75%,
